VHR inh color: inhibitors of human VHR1 phosphatase (DUSP3). recombinant VHR phosphatase, colorimetric substrate read-out. inhibition, % at 20 µM. 50,000 tested, 0.7% active. AID 1992; in the data active means inhibition above about 60%; further: some results filed as inactive read as strong as hits
Target sequence (P51452 whole entry, looked up): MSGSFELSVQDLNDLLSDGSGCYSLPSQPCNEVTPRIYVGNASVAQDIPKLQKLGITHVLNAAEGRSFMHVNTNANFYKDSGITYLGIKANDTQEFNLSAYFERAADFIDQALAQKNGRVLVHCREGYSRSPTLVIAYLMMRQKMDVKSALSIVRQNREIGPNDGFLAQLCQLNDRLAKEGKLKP
Numbers without * were called inactive.

SMILES	VHR inh color
COc1cccc(OC)c1C(=O)c1ccccc1	-2
CCOC(=O)c1c(NC(=O)c2ccc(C)c([N+](=O)[O-])c2)sc(C(=O)Nc2ccccc2OC)c1C	116*
COc1ccc(NC2=NS(=O)(=O)c3cc([N+](=O)[O-])ccc32)cc1	10
CCc1nnc(NC(=O)CN2CCN(Cc3ccccc3)CC2)s1	-25
Cc1ccc(-c2nnc(N)s2)cc1C	-12
COC(=O)c1c(C)oc2ccc(OCc3ccc(F)cc3)cc12	-18
COc1ccc2c(c1)CC/C2=N/OC(=O)c1cc(OC)c(OC)c(OC)c1	16
O=c1c(C=NCC2CCCO2)c(C(F)(F)F)[nH]n1-c1nc2ccccc2s1 (centres undefined)	-4
O=C(COc1cccc(Cl)c1)Nc1nccs1	3
Clc1ccc(Nc2nc(-c3ccncc3)nc3ccccc23)cc1	-12
Cc1cc(=O)n(-c2cccc(C(F)(F)F)c2)n1C	-2
Cc1cccc(CN2CCN(C(=O)c3ccco3)CC2)c1	-2
CC(=O)c1ccc(NC(=O)COc2ccccc2[N+](=O)[O-])cc1	-3
CC/C(=C1\C(=O)N(c2nc3ccccc3s2)N=C1C(F)(F)F)N1CCCCC1	-8
O=C1OC(c2cccc(F)c2)=N/C1=C\c1ccc(F)cc1	-2
COC(=O)c1cccc(N2CCCC2=O)c1	-10
O=C(Nc1nc(-c2cccc([N+](=O)[O-])c2)cs1)c1ccc(S(=O)(=O)N2CCCC2)cc1	-17
Cc1ccc(/C=C/C(=O)Nc2ccc(Br)cc2)o1	-17
Cc1ccc(OCC(=O)NN)c(Br)c1	-19
O=C(O)CCC(=O)N1N=C(c2ccccc2)CC1c1ccccc1Cl (centres undefined)	-2
Cc1ccc(C2/C(=C(\O)c3ccc(Cl)cc3)C(=O)C(=O)N2CCCn2ccnc2)cc1 (centres undefined)	4
Cc1ccc(NC(=O)C(C)N2C(=O)c3ccccc3C2=O)cc1C (centres undefined)	-20
C/C(=N\N=C(/N)SC1CC(=O)N(c2ccc(Cl)cc2)C1=O)c1ccc(Br)s1 (centres undefined)	11
COc1ccc(C2CC(c3ccc(F)cc3)=NN2c2ccccc2)cc1OC (centres undefined)	-2
CC(=O)COc1ccc2c(-c3ccccc3)cc(=O)oc2c1	-24
COc1ccc(OC)c(C2/C(=C(\O)c3ccccc3)C(=O)C(=O)N2c2cccc(Cl)c2)c1 (centres undefined)	-17
O=C1NC(=S)S/C1=C/c1cc(Cl)ccc1OCc1ccccc1	-3
COC(=O)C1=NNC2C(=O)N(c3cccc(Cl)c3C)C(=O)C12 (centres undefined)	-20
CC(=O)Nc1ccccc1C(=O)N1CC(C)OC(C)C1 (centres undefined)	5
Cc1ccnc(NS(=O)(=O)c2ccc(NC(=O)c3cc(Cl)ccc3[N+](=O)[O-])cc2)n1	-16
CCOC(=O)C1=C(C)NC(=S)NC1c1ccc(Cl)cc1 (centres undefined)	3
CCOc1ccc(/C=C2\SC(=O)N(c3ccccc3)C2=O)cc1	9
CCOc1cc(C2C(C(=O)OCC3CCCO3)=C(C)NC3=C2C(=O)CCC3)cc([N+](=O)[O-])c1O (centres undefined)	-12
COc1ccc(C=C2NC(=S)N(c3ccccc3)C2=O)c(OC)c1	1
COC(=O)C(=O)/C=C(/O)c1ccc(C)cc1	-11
CC(C)CC(/C(O)=C(\C#N)c1nc2ccccc2[nH]1)N1C(=O)c2ccccc2C1=O (centres undefined)	-10
CCOC(=O)c1c(NC(=O)c2ccc(Cl)cc2Cl)sc(C)c1C	5
O=c1sc2ccccc2c(N2CCN(c3ccccc3)CC2)c1[N+](=O)[O-]	8
CC1=NN(c2ccccc2)C(=O)/C1=C/c1cc(C)n(C)c1C	-8
O=C1N=C(N2CCCCC2)S/C1=C\c1ccc2c(c1)OCO2	7
COc1ccc(N2C(=O)NC(=O)/C(=C\c3ccc(Oc4ccc([N+](=O)[O-])cn4)cc3)C2=O)cc1	1
CC(=O)Nc1ccc(C(=O)/C=C/c2ccc(/C=C/C(=O)c3ccc(NC(C)=O)cc3)cc2)cc1	-3
N#C/C(=C\c1ccc(-c2ccccc2F)o1)c1nn(-c2ccccc2)c(N)c1C#N	-14
Oc1ccc(Nc2nc(-c3ccccn3)cs2)cc1	89
CCC1=NN2C(=N)/C(=C/c3ccc(OCc4ccccc4Cl)c(OC)c3)C(=O)N=C2S1	-7
CCOC(=O)CNC(c1ccccc1)c1cc(Br)ccc1NC(C)=O (centres undefined)	-42
Cc1cccc(OCc2nc(-c3ccccn3)no2)c1	-30
CC1(C)CC(=O)C=C(Nc2nc(-c3ccccc3)cs2)C1	8
C/C=C/C(=O)N1c2ccc(OC)cc2-c2c(ssc2=S)C1(C)C	14
COC(=O)C1=C(C)N(Cc2ccccc2)C(=O)/C1=C\c1ccc(C(=O)O)cc1	-10
CC(C)=C1C(=O)NN(c2ccccc2)C1=O	83*
CCN1C(=O)NC(c2ccccc2[N+](=O)[O-])C(C(=O)OC2CCCCC2)=C1C (centres undefined)	-5
O=C(Nc1ccccc1)c1ccccc1O	-11
COc1ccc(CC(=O)N2N=C(c3ccc(F)cc3)CC2(O)C(F)(F)F)cc1OC (centres undefined)	8
O=C(COc1cccc2ccccc12)Nc1ccc2c(c1)OCO2	15
CCOC(=O)c1c(-c2ccccc2)oc2ccc(OC(=O)c3cccs3)cc12	-24
CCSc1nnc(NC(=O)c2c(OC)cccc2OC)s1	-34
O=C(Nc1cccc2ccccc12)C1C2CCC3C(CCC21)C3(Cl)Cl (centres undefined)	-14
O=Cc1cn(CCC(=O)O)c2ccccc12	0
Fc1cccc(Nc2cc(-n3cccn3)ncn2)c1	-39
(further entries)
SMILES	VHR inh color
CCC(/C=C1\N=C(c2cccc(F)c2)OC1=O)=C\c1ccccc1	14
CCOC(=O)c1c(Cl)cc(Cl)c(N)c1[N+](=O)[O-]	-1
O=C(CCCN1C(=O)c2cccc3cccc(c23)C1=O)Nc1cccc2ccccc12	18
Cc1ccc(N2CCN(/N=C\c3cccc(Cl)c3Cl)CC2)cc1	7
Cc1cc(Nc2ccccc2)n2c(nc3ccccc32)c1C#N	-9
COc1cccc(N2C(=O)c3ccc(C(=O)Nc4ccccc4O)cc3C2=O)c1	6
Cc1ccc(-c2nc3s/c(=C/c4ccc(C(C)C)cc4)c(=O)n3n2)cc1	12
N#C/C(=C\c1cccc2ccccc12)c1nc(-c2ccc(Br)cc2)cs1	-9
Cc1cc(OCC(=O)Nc2ccc(F)cc2)ccc1Cl	10
O=C(c1ccc(Br)o1)N1CCN(C(=O)c2ccc(Br)o2)CC1	0
Nc1nnnn1/N=C/C=C/c1cccc([N+](=O)[O-])c1	-14
CCNC(=S)NNC(=O)c1cc(-c2ccccc2)nc2ccccc12	9
CCOC(=O)c1c(NC(=O)C2COc3ccccc3O2)sc2c1CCC(C)C2 (centres undefined)	-1
CC(=O)CC(=O)Nc1cccc([N+](=O)[O-])c1	-8
CCn1c2ccccc2c2cc(NC(=O)Cc3ccc(OC)c(OC)c3)ccc21	-7
O=C(Nc1cccc2ccccc12)c1cc(Br)ccc1Cl	-10
O=C1NCC(O)=C1C=NCCc1ccc(O)cc1	9
COc1ccc(/C=N/NC(=O)c2[nH]c3ccc([N+](=O)[O-])cc3c2-c2ccccc2)cc1	-27
Cc1ccc(S(=O)(=O)Nc2cc(Cl)ccc2Cl)c(C)c1	6
O=C(N/C(=C/c1ccco1)C(=O)N1CCCCC1)c1ccc([N+](=O)[O-])cc1	-1

Exported field by field: entries from further up.
COc1cccc(N2C(=O)c3ccc(C(=O)Nc4ccccc4O)cc3C2=O)c1
  VHR inh color: 6

Cc1ccc(-c2nc3s/c(=C/c4ccc(C(C)C)cc4)c(=O)n3n2)cc1
  VHR inh color: 12

N#C/C(=C\c1cccc2ccccc12)c1nc(-c2ccc(Br)cc2)cs1
  VHR inh color: -9

Cc1cc(OCC(=O)Nc2ccc(F)cc2)ccc1Cl
  VHR inh color: 10

(more compounds)
SMILES	VHR inh color
O=C(COc1ccc(Cl)cc1Br)NCc1cccnc1	-6
O=C(NC(=S)Nc1ccc(NC(=O)c2ccc(Cl)cc2Cl)cc1)c1ccccc1	1
COc1ccc(COC(=O)C2=C(C)NC(=O)NC2c2ccc3c(c2)OCO3)cc1 (centres undefined)	-22
O=C(CN1C(=O)/C(=C/c2ccccc2)SC1=S)NNC(=O)c1ccccc1Br	2
Cc1ccc(N2C(=O)NC(=O)/C(=C\c3ccc(N(C)C)o3)C2=O)cc1	11
Cc1cc(OCC(=O)Nc2ccc(I)cc2Cl)cc(C)c1Cl	5
COc1ccc(CCNC2CC(=O)N(c3ccc(C)cc3)C2=O)cc1 (centres undefined)	-4
Cc1ccc(NCc2cccnc2)cc1C	-7
C=CCNC(=O)COc1ccccc1C	-14
COc1ccc(C(=O)Nc2ccc(Cl)cc2C)cc1OC	-8
O=C(c1cccc(Cl)c1)N1CCN(c2ccc(F)cc2)CC1	-15
CCN(CC)CCSc1nc(O)c(Cc2ccccc2)c(=O)[nH]1	-10
CCOc1ccc(C(=O)Nc2c(C)cccc2C)cc1Br	-11
CC(=O)NC1=NC(=O)/C(=C/c2cc(Cl)ccc2OCc2c(F)cccc2Cl)S1	-1
Cc1cccc(C(C)C)c1NC(=O)CCCOc1ccc(Cl)cc1Cl	-4
Cc1occc1C(=O)NNC(=O)c1cccc(F)c1	-8
O=C(Nc1ccccc1I)c1cc(-c2ccccc2)nc2ccccc12	-1
COC(=O)/C(=C/c1c[nH]c2ccccc12)N=Cc1ccccc1	-11
C=CCn1c2ccccc2n2nc(C)c(C(=O)/C=C/c3ccccc3[N+](=O)[O-])c12	-16
CC(C)(C)c1cc(Cn2cc3cc([N+](=O)[O-])ccc3n2)cc(C(C)(C)C)c1O	1

Arranged by heavy-atom count (falling): part of the list above
SMILES	VHR inh color
CC(C)(C)c1cc(Cn2cc3cc([N+](=O)[O-])ccc3n2)cc(C(C)(C)C)c1O	1
Cc1ccc(N2C(=O)NC(=O)/C(=C\c3ccc(N(C)C)o3)C2=O)cc1	11
COC(=O)/C(=C/c1c[nH]c2ccccc12)N=Cc1ccccc1	-11
Cc1cc(OCC(=O)Nc2ccc(I)cc2Cl)cc(C)c1Cl	5
CCOc1ccc(C(=O)Nc2c(C)cccc2C)cc1Br	-11
Cc1ccc(NCc2cccnc2)cc1C	-7
C=CCNC(=O)COc1ccccc1C	-14

Back to the main list, repeating the 6 entries before the break.
SMILES	VHR inh color
Cc1cccc(C(C)C)c1NC(=O)CCCOc1ccc(Cl)cc1Cl	-4
Cc1occc1C(=O)NNC(=O)c1cccc(F)c1	-8
O=C(Nc1ccccc1I)c1cc(-c2ccccc2)nc2ccccc12	-1
COC(=O)/C(=C/c1c[nH]c2ccccc12)N=Cc1ccccc1	-11
C=CCn1c2ccccc2n2nc(C)c(C(=O)/C=C/c3ccccc3[N+](=O)[O-])c12	-16
CC(C)(C)c1cc(Cn2cc3cc([N+](=O)[O-])ccc3n2)cc(C(C)(C)C)c1O	1
Cc1cc2ncn(C(=O)c3cc(-c4ccccc4)nc4ccccc34)c2cc1C	-11
CN(C)CCN1C(=O)C(=O)/C(=C(/O)c2ccccc2)C1c1ccc([N+](=O)[O-])cc1 (centres undefined)	-4
CS(=O)(=O)N(CC(=O)O)c1ccccc1F	-23
CCOC(=O)Cc1csc(NC(=O)COc2c(C)cccc2C)n1	-7
CCOc1cc(/C=N/NC(=O)CC2C(=O)NN=C2C)ccc1O (centres undefined)	12
O=C(N/N=C\c1cc(Br)c(Br)o1)c1cncc(Br)c1	-4
CCOC(=O)c1c(NC(=O)c2cccc(F)c2)sc(C(=O)Nc2cc(C(F)(F)F)ccc2Cl)c1C	-16
COc1ccc(C(=O)N2CCN(Cc3ccc(Cl)cc3)CC2)cc1OC	3
Clc1ccc(Sc2ccc(/C=N/n3cnnc3)o2)cc1	-8
CCOc1ccc(C(NC(=O)c2ccc(F)cc2)c2ccc(OC)c(OC)c2)cc1 (centres undefined)	-6
CCn1c(-c2ccc(OC)cc2)n[nH]c1=S	18
O=C(/C=C/c1ccco1)NC(=S)Nc1ccccc1	1
C=CCc1c(C)[nH]c2c(OC)cccc2c1=S	63
Cc1ccc(NS(=O)(=O)c2ccc3c(c2)C(=NO)c2cc(S(=O)(=O)Nc4ccc(C)cc4)ccc2-3)cc1	-13
CC(C)CN1C(=O)c2ccc(C(=O)Nc3ccc(Br)cc3C(=O)O)cc2C1=O	-18
CN1CCN(c2ccc([N+](=O)[O-])c(NC(c3ccccc3)c3ccccc3)c2)CC1	-3
Cc1ccc([N+](=O)[O-])cc1-c1ccc(/C=C2/C(=O)NC(=O)N(c3ccccc3)C2=O)o1	43
Cc1nc2sc3c(c2c(=O)[nH]1)CCCC3	5
COc1ccccc1N(CC(=O)N1CCCC1)S(=O)(=O)c1ccccc1	-12
O=C(c1ccccc1)c1ccc(N2CCOCC2)c([N+](=O)[O-])c1	20
O=C1C(=O)N(CN2CCCCC2)C2C=CC=CC12 (centres undefined)	-23
CC(=O)Nc1ccc(Nc2c([N+](=O)[O-])c(=O)n(C)c3ccccc23)cc1	1
COc1ccccc1NC(=O)C1CC(C)=C(C)CC1C(=O)O (centres undefined)	4
Cc1cc(C(=O)Nc2ccc(N(C)C)cc2)c(C)o1	-7
Cc1ccccc1C1Nc2ccccc2NC2=C1C(=O)CC(c1ccccc1)C2 (centres undefined)	-8
CC1=C(C(=O)Nc2ccccc2)C(c2cccs2)C(C#N)=C(SCC(=O)c2ccccc2)N1 (centres undefined)	1
O=C(CCc1ccccc1)Nc1ccccc1Cl	13
CC(=O)N1C(=S)NC(=O)/C1=C\c1cccnc1	-9
Cc1ccc(/C(O)=C2/C(=O)C(=O)N(CCCCCC(=O)O)C2c2cccc([N+](=O)[O-])c2)cc1 (centres undefined)	29
CN(C)c1ccc(NC(=O)C2C3C=CC(C3)C2C(=O)O)cc1 (centres undefined)	32
O=[N+]([O-])c1ccc(N2CCN(S(=O)(=O)c3ccccc3)CC2)cc1NCCOc1ccccc1	-8
CC(=O)N(C1=C(N2CCOCC2)C(=O)c2ccccc2C1=O)c1ccc(C(=O)O)cc1	2
COc1ccc(Oc2coc3cc(OS(C)(=O)=O)ccc3c2=O)cc1	6
CCOC(=O)N1CCN(C(=O)COc2ccc3ccccc3c2)CC1	-1
O/N=C/c1cn(-c2ccccc2)nc1-c1ccccc1	8

A portion of the library; count on the stated rates, not on these rows.
